USP1 inh: USP1/UAF1 (human) deubiquitinase inhibition | 390,000 compounds, 0.23% hits | Potency, µM (highest dose often 57.1 µM), without a hit: at the top dose activity change, negative = inhibition, usual class: inhibitors | recombinant USP1/UAF1, Ub-Rhodamine cleavage fluorescence; further: potency means the concentration at half of the fitted maximal effect; on the % scale 0 is the no-effect control and ±100 the full control effect; nearly all actives have a fitted effect of over 60% in size; inactives centre near -12
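In this screen, compounds sit with the deubiquitinase complex (1nM) for 15 min at room temperature before Ub-Rho is added at 150nM final. Fluorescence rise is then followed for 6 reads every 60 seconds.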
Glioma ERSR ind: inducers of ER stress response in human glioma cells; Potency, µM, without a hit: at the top dose activation, actives largely listed as activators; 420,000 compounds, 0.02% hits; AID 602332; U87-MG GRP78 promoter luciferase reporter, 16 h; further: potency means the concentration at half of the fitted maximal effect; series mostly up to about 76 µM; % of control where 0% means no effect; nearly all actives have a fitted effect of over 35% in size
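Stably transfected U87-MG glioma cells carrying a GRP78-based luciferase sensor; 16 h compound incubation. Luminescence end-point read 10 min after Bright-Glo addition at room temperature.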
TrxR1 substrate: rat thioredoxin reductase 1 substrate activity. O89049. purified TrxR1 substrate turnover, NADPH consumption readout. Potency, µM (highest dose often 114 µM), without a hit: at the top dose activity change, negative = substrate turnover. 390,000 compounds, 0.01% hits; further: potency means the concentration at half of the fitted maximal effect; on the % scale 0 is the no-effect control and ±100 the full control effect; nearly all actives have a fitted effect of over 50% in size
Target sequence (O89049 whole entry, looked up): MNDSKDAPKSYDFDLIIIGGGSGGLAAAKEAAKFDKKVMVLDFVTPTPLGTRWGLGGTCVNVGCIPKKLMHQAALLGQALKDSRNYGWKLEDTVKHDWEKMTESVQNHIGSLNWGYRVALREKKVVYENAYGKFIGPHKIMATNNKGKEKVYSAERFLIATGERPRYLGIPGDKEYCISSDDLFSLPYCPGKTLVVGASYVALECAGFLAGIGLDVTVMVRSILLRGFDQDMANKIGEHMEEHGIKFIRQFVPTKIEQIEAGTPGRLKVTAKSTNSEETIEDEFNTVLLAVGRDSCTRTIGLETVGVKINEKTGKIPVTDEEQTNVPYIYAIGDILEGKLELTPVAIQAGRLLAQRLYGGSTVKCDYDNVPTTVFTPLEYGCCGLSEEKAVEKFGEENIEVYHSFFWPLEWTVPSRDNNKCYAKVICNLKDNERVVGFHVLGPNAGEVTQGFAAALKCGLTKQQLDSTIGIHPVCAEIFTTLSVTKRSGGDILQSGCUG
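Rat TrxR1, dispensed at 90 nM, was prereduced with 400 uM NADPH (final) for 5 min at ~22 deg C, then incubated with compound 15 min before 400 uM selenite. A first-read NADPH fluorescence drop versus no-compound background flagged substrates.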
Vif-APOBEC3F blk: blocks the Vif interaction with APOBEC3F | HeLa A3F-eYFP + Vif (tagged APOBEC3F with the HIV-1 protein that degrades it), YFP fluorescence increase | Potency, µM (top dose mostly 46.1 µM), inactives show top-dose activity, negative = active | 390,000 compounds, 0.2% hits; further: potency means the concentration at half of the fitted maximal effect; % of control where 0% means no effect; nearly all actives have a fitted effect of over 65% in size
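Fluorescence increase (Ex 488/Em 500-530) after overnight compound treatment at 37 deg C flags inhibition of Vif-driven A3F-eYFP loss in stable HeLa A3F-eYFP/Vif cells seeded overnight beforehand.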
mIDH1 inhibitor: inhibitors of human mutant IDH1 R132H. 390,000 compounds, 0.093% hits. O75874. IDH1-R132H enzyme, NADPH consumption, diaphorase/resazurin fluorescence. Potency, µM (doses to about 76.6 µM), for inactives: at the highest dose activity change, negative = inhibition, hits mostly inhibitors; further: potency means the concentration at half of the fitted maximal effect; on the % scale 0 is the no-effect control and ±100 the full control effect; nearly all actives have a fitted effect of over 65% in size
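IDH1-R132H (0.5 ug/mL dispensed) in pH 7.5 Tris buffer was preincubated 30 min with compound, then given a substrate mix of 0.016 mM NADPH and 2 mM alpha-KG for 80 min at room temperature; remaining NADPH was read by diaphorase/resazurin fluorescence.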
RGS4 inhibitor: blocks human RGS4-accelerated GTP hydrolysis | Transcreener GDP fluorescence polarization, RGS4-accelerated GTP hydrolysis | Potency, µM (series often up to 114 µM), without a hit: top-dose activity change, negative = inhibition, usual class: inhibitors | 390,000 compounds, 0.039% hits | AID 504845; further: potency means the concentration at half of the fitted maximal effect; on the % scale 0 is the no-effect control and ±100 the full control effect; nearly all actives have a fitted effect of over 75% in size; some results filed as inactive show a strong effect at the top dose
Target sequence (P49798 whole entry, looked up): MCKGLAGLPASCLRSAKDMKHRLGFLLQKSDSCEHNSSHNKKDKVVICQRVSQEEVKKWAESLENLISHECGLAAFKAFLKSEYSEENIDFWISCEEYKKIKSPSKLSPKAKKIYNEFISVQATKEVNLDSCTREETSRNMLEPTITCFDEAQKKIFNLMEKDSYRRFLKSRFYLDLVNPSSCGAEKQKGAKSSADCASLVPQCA
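MLSMR compounds (23 nl, pin-transferred) preincubated 10 min at room temperature with a 500nM (2x) first reagent, then RGS4 at 900nM (2x) plus Transcreener GDP mix added; fluorescence polarization (620/688 nm) read before and after 90 min at 30 °C.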
Vif-APOBEC3G blk: inhibitors of Vif-APOBEC3G interaction; AID 602310; Potency, µM (titrated, usually from 46.1 µM), inactives show at the highest dose activity, negative = active, hits mostly inhibitors; Q9HC16; 410,000 compounds, 0.076% hits; HeLa A3G-eYFP + Vif (tagged APOBEC3G with the HIV-1 protein that degrades it), YFP fluorescence, overnight;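 further: potency means the concentration at half of the fitted maximal effect; on the % scale 0 is the no-effect control and ±100 the full control effect; nearly all actives have a fitted effect of over 60% in size; hits raise eYFP signal because A3G escapes Vif-driven loss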
Target sequence (Q9HC16 whole entry, looked up): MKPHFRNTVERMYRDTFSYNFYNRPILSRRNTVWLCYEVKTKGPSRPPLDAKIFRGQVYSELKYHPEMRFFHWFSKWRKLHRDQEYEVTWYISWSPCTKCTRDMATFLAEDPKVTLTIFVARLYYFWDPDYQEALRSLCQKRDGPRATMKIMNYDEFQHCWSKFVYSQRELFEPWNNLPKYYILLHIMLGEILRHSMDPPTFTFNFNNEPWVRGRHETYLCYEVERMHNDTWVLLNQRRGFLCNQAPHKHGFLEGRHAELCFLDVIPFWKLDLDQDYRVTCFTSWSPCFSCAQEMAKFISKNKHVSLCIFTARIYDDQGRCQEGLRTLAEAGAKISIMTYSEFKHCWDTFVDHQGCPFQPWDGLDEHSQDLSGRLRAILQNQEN
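HeLa cells stably expressing Vif and C-terminally eYFP-tagged A3G, seeded overnight at 37 deg C, then exposed to compound by pintool overnight at 37 deg C. Rise in yellow fluorescence (Ex 488/Em 500-530, Acumen) marks blocked Vif-driven A3G degradation.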
LDHA block: LDHA (human) enzyme inhibition; 480,000 compounds, 0.15% hits; activity change, % (values are at about 110 or 230 µM); purified LDHA, NADH/diaphorase-resazurin fluorescence; stronger effect = lower value; AID 1347041; in the data active means activity change below about -30%; inconclusive means mostly about -25% to -30%;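 further: plate controls were DMSO wells for no effect and wells without enzyme for full effect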
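Human LDH5 (2 nM) was incubated with 0.06 mM NADH and 0.2 mM pyruvate for 5 min at room temperature in Tris pH 7.4. Remaining NADH was coupled through diaphorase/resazurin, and resorufin fluorescence was read at 0 and 20 min.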
TrxR1 inh: blocks rat thioredoxin reductase 1; AID 588453; 390,000 compounds, 1% hits; recombinant rTrxR1, NADPH fluorescence consumption, selenite substrate; Potency, µM (series often up to 114 µM), for the others: top-dose activity change, negative = inhibition, hits mostly inhibitors; further: potency means the concentration at half of the fitted maximal effect; on the % scale 0 is the no-effect control and ±100 the full control effect; nearly all actives have a fitted effect of over 65% in size
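Rat TrxR1 (90 nM in the dispensed reagent) was pre-reduced with 400 uM NADPH for 5 min at room temperature, then incubated with compound for 15 min. After 400 uM selenite was added, NADPH fluorescence (Ex 340/Em 450 nm) was followed for 8 min.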
The depositor's hits bear a star; [ ] = another dose, or the depositor's remark. Unless noted, the call rests on the fitted dose curve; in most records, active means well fitted curve in the direction sought with a large enough effect; inconclusive means small, poorly fitted or top-dose-only effect, or another doubt; inactive means no such curve, though single readings can be large; an effect the other way counts as inactive or inconclusive.

For Cc1cccc(NC(=O)[C@@H]2CCCN2S(=O)(=O)c2ccc(Cl)cc2)c1 the results were USP1 inh -9%, Glioma ERSR ind -1%, TrxR1 substrate -1%, Vif-APOBEC3F blk 1%, mIDH1 inhibitor -6%, RGS4 inhibitor 5%, Vif-APOBEC3G blk 0%, LDHA block -5 and TrxR1 inh 20%.
CN(C)c1ccc2nc3c(=O)[nH]c(=O)nc-3n(CC(O)C(O)C(O)CO)c2c1 (stereo not drawn) was read as USP1 inh 28µM*, Glioma ERSR ind -12%, TrxR1 substrate 0%[57.1 µM], Vif-APOBEC3F blk 8.9µM*, mIDH1 inhibitor -3%, RGS4 inhibitor 12%, Vif-APOBEC3G blk 2%, LDHA block 5 and TrxR1 inh 4%[2.29 µM].
Screening CCN(CC(=O)Nc1sc2c(c1C#N)CCC(C)C2)Cc1nc2ccccc2c(=O)[nH]1 (stereo not drawn) returned USP1 inh -24%, Glioma ERSR ind -5%, TrxR1 substrate -3%, Vif-APOBEC3F blk -21%, mIDH1 inhibitor 0%, RGS4 inhibitor -32%, Vif-APOBEC3G blk 16%, LDHA block 4 and TrxR1 inh -7%.
Screening COc1ccc2oc(=O)c(C(=O)NCCc3c(C)[nH]c4c(Cl)cccc34)cc2c1 returned USP1 inh inconclusive, Glioma ERSR ind -3%, TrxR1 substrate -7%, Vif-APOBEC3F blk -31%, mIDH1 inhibitor 5%, RGS4 inhibitor -17%, Vif-APOBEC3G blk 3%, LDHA block 1 and TrxR1 inh -6%.
Screening O=C(CN1C(=O)c2ccccc2S1(=O)=O)Nc1ccccc1C(=O)NCc1ccco1 returned USP1 inh -14%, Glioma ERSR ind -4%, TrxR1 substrate 4%, Vif-APOBEC3F blk -6%, mIDH1 inhibitor 7%, RGS4 inhibitor -14%, Vif-APOBEC3G blk -4%, LDHA block 1 and TrxR1 inh 5%[57.1 µM].
CS(=O)(=O)NCc1ccc(C(=O)O)cc1 was read as USP1 inh -10%, Glioma ERSR ind 12%, TrxR1 substrate 11%, Vif-APOBEC3F blk 0%, mIDH1 inhibitor 12%, RGS4 inhibitor -49%, Vif-APOBEC3G blk -2%, LDHA block -6 and TrxR1 inh 11%[57.1 µM].
For Cc1ccc(S(=O)(=O)CCC(=O)Nc2sccc2C#N)cc1 the results were USP1 inh -20%, Glioma ERSR ind -5%, TrxR1 substrate 2%, Vif-APOBEC3F blk 3%, mIDH1 inhibitor 5%, RGS4 inhibitor -31%, Vif-APOBEC3G blk -1%, LDHA block 3 and TrxR1 inh inconclusive.
Cc1nn(-c2ccccc2)c(-n2cccc2)c1C(=O)N1CCN(c2ccccc2)CC1 was read as USP1 inh -26%, Glioma ERSR ind -1%, TrxR1 substrate 3%, Vif-APOBEC3F blk 0%, mIDH1 inhibitor 0%, RGS4 inhibitor -7%, Vif-APOBEC3G blk 2%, LDHA block 1 and TrxR1 inh -2%.
`C[N+]1(CC(=O)Nc2ccccc2Cl)CCN(C(=O)c2cccs2)CC1` gave USP1 inh -13%, Glioma ERSR ind -3%, TrxR1 substrate 7%[57.1 µM], Vif-APOBEC3F blk -6%, mIDH1 inhibitor -7%, RGS4 inhibitor -6%, Vif-APOBEC3G blk 0%, LDHA block -10 and TrxR1 inh 10%[57.1 µM].
CCCCC(=O)N=c1sc2cc(S(C)(=O)=O)ccc2n1C was read as USP1 inh -14%, Glioma ERSR ind -3%, TrxR1 substrate -8%, Vif-APOBEC3F blk -29%, mIDH1 inhibitor 6%, RGS4 inhibitor -9%, Vif-APOBEC3G blk 1%, LDHA block -1 and TrxR1 inh -8%.
`CCCCn1c(N)c(N(CC)C(=O)Cc2ccc(S(=O)(=O)N3CCOCC3)s2)c(=O)[nH]c1=O` gave USP1 inh -15%, Glioma ERSR ind -2%, TrxR1 substrate -4%, Vif-APOBEC3F blk -19%, mIDH1 inhibitor 5%, RGS4 inhibitor -43%, Vif-APOBEC3G blk -3%, LDHA block -6 and TrxR1 inh -1%.
Screening COC(=O)c1ccc(CSc2ccccc2NC(=S)Nc2cccc(SC)c2)o1 returned USP1 inh -31%, Glioma ERSR ind -2%, Vif-APOBEC3F blk 0%, mIDH1 inhibitor 4%, Vif-APOBEC3G blk -4% and LDHA block -4.
For C=CCn1c(SCC(=O)C23CC4CC(CC(C4)C2)C3)nc(O)cc1=O the results were USP1 inh 13%, Glioma ERSR ind 1%, TrxR1 substrate 6%[57.1 µM], Vif-APOBEC3F blk 10%, mIDH1 inhibitor -1%, RGS4 inhibitor 1%, Vif-APOBEC3G blk 0%, LDHA block -7 and TrxR1 inh -6%[57.1 µM].
CCC(C)NC(=O)CCNS(=O)(=O)c1ccc(Br)cc1 (stereo not drawn) was read as USP1 inh -24%, Glioma ERSR ind -2%, TrxR1 substrate 6%, Vif-APOBEC3F blk -8%, mIDH1 inhibitor -2%, RGS4 inhibitor -11%, Vif-APOBEC3G blk 0%, LDHA block -8 and TrxR1 inh 26%.
For CSC1=NCCN1C(=O)c1ccc(S(=O)(=O)N2CCCC2)cc1 the results were USP1 inh -1%, Glioma ERSR ind -2%, TrxR1 substrate -8%, Vif-APOBEC3F blk -5%, mIDH1 inhibitor -6%, RGS4 inhibitor 11%, Vif-APOBEC3G blk 0%, LDHA block -5 and TrxR1 inh -7%.
`CC(=O)Nc1nnc(SCC(=O)NCCOc2ccccc2)s1` gave USP1 inh 1%, Glioma ERSR ind -2%, TrxR1 substrate -7%, Vif-APOBEC3F blk 1%, mIDH1 inhibitor 9%, RGS4 inhibitor -9%, Vif-APOBEC3G blk 0%, LDHA block -13 and TrxR1 inh -2%.
`COc1ccc(C(=O)NCCn2ccc3ccccc32)cc1` gave USP1 inh -27%, Glioma ERSR ind -6%, TrxR1 substrate 9%[57.1 µM], Vif-APOBEC3F blk -5%, mIDH1 inhibitor 5%, RGS4 inhibitor -30%, Vif-APOBEC3G blk -5%, LDHA block -4 and TrxR1 inh 7%.
`COc1ccc(-c2cc(=O)[nH]c(=O)[nH]2)cc1` gave USP1 inh -14%, Glioma ERSR ind 0%, TrxR1 substrate -18%, Vif-APOBEC3F blk -2%, mIDH1 inhibitor 2%, RGS4 inhibitor 25%, Vif-APOBEC3G blk 1%, LDHA block -12 and TrxR1 inh inconclusive.
Screening CN1CCN(/C(=N\O)c2nonc2N)CC1 returned USP1 inh -18%, Glioma ERSR ind -5%, TrxR1 substrate -1%, Vif-APOBEC3F blk 3%, mIDH1 inhibitor 2%, RGS4 inhibitor -38%[56.9 µM], Vif-APOBEC3G blk -6%, LDHA block -9 and TrxR1 inh -8%.
For COc1cccc(/C=C/c2nc(C#N)c(N(C)Cc3ccccc3)o2)c1 the results were USP1 inh -29%, Glioma ERSR ind 1%, TrxR1 substrate 233%[activator], Vif-APOBEC3F blk -1%, mIDH1 inhibitor 8%, RGS4 inhibitor 14%, Vif-APOBEC3G blk 7%, LDHA block -1 and TrxR1 inh 82%[activator].
`COc1cccc(NC(=O)CC2COc3ccccc3O2)c1` (stereo not drawn) gave USP1 inh 4%, Glioma ERSR ind 6%, TrxR1 substrate -6%, Vif-APOBEC3F blk -5%, mIDH1 inhibitor -6%, RGS4 inhibitor 25%, Vif-APOBEC3G blk 0%, LDHA block -3 and TrxR1 inh -5%.
`CC(C)CN1C(=O)c2ccc(NC(=O)c3ccco3)cc2C1=O` gave USP1 inh inconclusive, Glioma ERSR ind 12%, TrxR1 substrate 10%[57.1 µM], Vif-APOBEC3F blk 0%, mIDH1 inhibitor -3%, RGS4 inhibitor -29%, Vif-APOBEC3G blk 2%, LDHA block -3 and TrxR1 inh 4%[57.1 µM].
O=C(CSc1ncccc1-c1nc2ccccc2[nH]1)N1CCc2ccccc21 was read as USP1 inh -17%, Glioma ERSR ind 8%, TrxR1 substrate 19%, Vif-APOBEC3F blk inconclusive, mIDH1 inhibitor 0%, RGS4 inhibitor -11%, Vif-APOBEC3G blk -7%, LDHA block 0 and TrxR1 inh 34%[activator].
Screening COc1ccccc1NC(=S)N/N=C/c1cccc(C)c1 returned USP1 inh inconclusive, Glioma ERSR ind 6%, TrxR1 substrate -10%, Vif-APOBEC3F blk -9%, mIDH1 inhibitor -1%, RGS4 inhibitor -34%, Vif-APOBEC3G blk -20%, LDHA block -8 and TrxR1 inh -8%.
Screening C=CCn1c(N/N=C/c2ccc(O)cc2)nc2ccccc2c1=O returned USP1 inh -20%, Glioma ERSR ind 9%, TrxR1 substrate -4%, Vif-APOBEC3F blk 0%, mIDH1 inhibitor 9%, RGS4 inhibitor 6%, Vif-APOBEC3G blk -14%, LDHA block -4 and TrxR1 inh -5%.
`CN(c1ccc(F)cc1)S(=O)(=O)c1ccc(Cl)c(C(=O)NCC2(N3CCOCC3)CCCCC2)c1` gave USP1 inh -17%, Glioma ERSR ind -3%, TrxR1 substrate -2%, Vif-APOBEC3F blk -4%, mIDH1 inhibitor 6%, RGS4 inhibitor -2%, Vif-APOBEC3G blk 0%, LDHA block 1 and TrxR1 inh 6%.
For Cn1c(N)c(S(=O)(=O)NCc2ccccc2Cl)c(=O)n(C)c1=O the results were USP1 inh -11%, Glioma ERSR ind -1%, TrxR1 substrate 15%, Vif-APOBEC3F blk 25%, mIDH1 inhibitor -1%, RGS4 inhibitor 8%, Vif-APOBEC3G blk -3%, LDHA block -5 and TrxR1 inh 36%.

Some of the compounds tested, so the mix of outcomes need not match the whole.
